# NPY Y1 blocker = blocks the human neuropeptide Y Y1 receptor; inhibition, % at 3.6 µM; HEK293-CNG Y1 cells, membrane potential fluorescence; NPY at EC95, then isoproterenol; 200,000 compounds, 1% hits;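 active = inhibition above the campaign mean inhibition of all tested compounds plus 3 SD, cut at about 20% in these data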;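 note: 0% = DMSO wells given NPY plus isoproterenol and 100% = isoproterenol alone without NPY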
# Target sequence (P25929 whole entry, looked up): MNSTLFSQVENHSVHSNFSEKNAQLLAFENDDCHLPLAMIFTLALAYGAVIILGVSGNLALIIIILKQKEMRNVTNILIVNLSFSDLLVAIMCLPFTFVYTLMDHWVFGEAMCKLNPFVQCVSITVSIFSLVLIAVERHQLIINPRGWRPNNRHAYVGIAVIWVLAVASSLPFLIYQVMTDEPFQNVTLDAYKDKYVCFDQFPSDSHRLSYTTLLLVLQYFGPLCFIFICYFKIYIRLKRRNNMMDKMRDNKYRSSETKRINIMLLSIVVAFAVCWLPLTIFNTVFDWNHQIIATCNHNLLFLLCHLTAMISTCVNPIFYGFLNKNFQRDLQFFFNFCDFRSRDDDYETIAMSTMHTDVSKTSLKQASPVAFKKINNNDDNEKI
#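 System: HEK293 cells with Y1 receptor plus CNG channel / Probe or stimulus: NPY 25 nM then isoproterenol 1 µM plus Ro 20-1724 25 µM / Compound: one concentration, 3.6 µM, in 0.4% DMSO / Schedule: compound incubation 1 h at room temperature, readout 45 min post-stimulation / Measured by: membrane potential fluorescence / Read-out: % inhibition of NPY effect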
# 14-3-3 Bad PPI = disrupts binding of bovine 14-3-3 zeta to phospho-Bad peptide | TR-FRET 14-3-3zeta/Dy647-pBad peptide displacement, 1 h | inhibition, % at 21.7 µM | P63103 | 220,000 compounds, 0.71% hits;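 active = inhibition above about 70%, limit read from the data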;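 note: 0% = full 14-3-3 plus peptide FRET controls and 100% = background without 14-3-3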
# Target sequence (P63103 whole entry, looked up): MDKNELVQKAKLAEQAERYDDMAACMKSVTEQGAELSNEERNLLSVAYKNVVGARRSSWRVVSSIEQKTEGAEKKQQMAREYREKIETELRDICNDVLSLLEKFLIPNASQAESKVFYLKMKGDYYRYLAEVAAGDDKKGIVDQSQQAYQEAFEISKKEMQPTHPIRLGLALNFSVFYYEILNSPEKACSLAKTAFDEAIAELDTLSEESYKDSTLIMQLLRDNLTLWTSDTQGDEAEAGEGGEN
# PGE2 EP2 inh = blocks the human prostaglandin E2 receptor EP2; C6 glioma cells expressing human EP2, cAMP TR-FRET; cells stimulated with saturating PGE2; inhibition, % at 25 µM; 260,000 compounds, 0.52% hits; AID 1422;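 active = percent inhibition above 40 after rounding to a whole number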;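 note: rat C6 glioma host cells with rolipram phosphodiesterase inhibitor present; the protocol text gives 20 µM as final concentration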
# Target sequence (P43116 whole entry, looked up): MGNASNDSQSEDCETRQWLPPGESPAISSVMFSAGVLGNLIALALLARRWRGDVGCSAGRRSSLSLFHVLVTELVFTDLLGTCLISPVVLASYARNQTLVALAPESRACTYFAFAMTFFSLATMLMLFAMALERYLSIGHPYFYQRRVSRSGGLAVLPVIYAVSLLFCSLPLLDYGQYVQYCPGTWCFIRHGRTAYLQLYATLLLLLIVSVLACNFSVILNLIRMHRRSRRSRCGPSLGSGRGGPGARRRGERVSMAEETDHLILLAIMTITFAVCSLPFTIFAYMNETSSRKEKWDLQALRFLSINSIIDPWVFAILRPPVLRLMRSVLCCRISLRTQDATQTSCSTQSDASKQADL
# CHOP inhibitor = inhibitors of CHOP induction in ER stress response; inhibition, % at 10 µM; AID 2732; 220,000 compounds, 3.8% hits; CHO-K1 CHOP-promoter luciferase, tunicamycin-induced, 15-18 h;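 active = compounds that reduced the stress-induced luciferase reporter signal by more than about 70% of percent inhibition, limit read from the data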;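 note: 0% = tunicamycin plus vehicle and 100% = wells without tunicamycin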
# PPC-1+TRAIL kill = compounds killing PPC-1 cancer cells with TRAIL present (potentiator screen, no TRAIL-free arm). PPC-1 cells + TRAIL, ATPLite viability luminescence. cell killing (% activity), % at 4 µM. 220,000 compounds, 0.41% hits. AID 1443;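 active = cell killing above 50% in the first pass at 4 µM, then a duplicate retest at 5 µM averaging 50% or more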;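 note: plate controls were cells with TRAIL plus DMSO for no effect and medium-only wells lacking cells for full effect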
# TRPML3 agonist = human mucolipin-3 channel agonism; Q8TDD5; HEK293 TRPML3-YFP, Fluo-8 calcium fluorescence; 100% = the carbachol control signal; activation, % at 3 µM; 220,000 compounds, 0.29% hits;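 active = activation above its plate's cutoff, the mean activation of the plate's test wells plus 3 SD, cut at about 12% in these data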;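 note: 0% = DMSO only wells and 100% = carbachol wells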
#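 Material: TRPML3-YFP stable HEK293 cells | Dosing: One concentration, 3 µM nominal, 0.3% DMSO | Timing: 125 s total fluorescence read per well | Technique: Fluo-8 calcium dye fluorescence, ex 470-495, em 515-575 nm | Measure: Percent activation from peak-to-basal fluorescence ratio, scaled between DMSO and carbachol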
# NPY-Y1 PAM-ag = human NPY-Y1 potentiation or agonism, primary screen; AID 1304; NPY-Y1 expressing cells, potentiator/agonist activation; activation, % at 3.6 µM; P25929; 220,000 compounds, 0.37% hits; in the data active = activation above about 33%, passing the limit was not always enough;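 note: cells stimulated with NPY at EC10 then isoproterenol at EC100; 0% = low agonist plus stimulus and 100% = saturating agonist plus stimulus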
# EP2 mod = EP2 receptor (human) modulation; P43116; EP2-expressing cells, cAMP HTRF FRET, PGE2 co-stimulation; induction, % at 25 µM; 260,000 compounds, 0.83% hits; AID 940;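 active = compounds whose cAMP rise, as percent of the full-agonist control response, exceeds 60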;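 note: rat C6 glioma line stably carrying human EP2 under a CMV promoter; the protocol text gives 20 µM as final concentration; 100% = response of wells given 1 µM PGE2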
# zfTRPN1 agonist = zebrafish TRPN1 (NompC) channel agonism | HEK293 zebrafish TRPN1-YFP, Fluo-8 calcium fluorescence; 100% = response to 87 µM carbachol | activation, % at 3 µM | 220,000 compounds, 0.18% hits | AID 1424;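 active = activation above its plate's cutoff, the mean activation of test wells on that plate plus 3 SD, cut at about 19% in these data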;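 note: 0% = DMSO alone and 100% = 87 µM carbachol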
#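 Control set: carbachol 87 µM as high control, DMSO as low control; system: HEK293 stable line with zebrafish TRPN1-YFP; read-out: % activation versus carbachol response; detection: intracellular calcium fluorescence with Fluo-8; doses: single test compound dose, 3 µM nominal, 0.3% DMSO; schedule: dye 1 h 37 °C plus 30 min RT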
# Starred values were filed as active, the others as inactive; x = not tested or not shown; & = joins results of further samples; [ ] = another dose, or the depositor's remark. These rows are one share of the data; rates above refer to the full screens.
# The line under a structure holds: NPY Y1 blocker	14-3-3 Bad PPI	PGE2 EP2 inh	CHOP inhibitor	PPC-1+TRAIL kill	TRPML3 agonist	NPY-Y1 PAM-ag	EP2 mod	zfTRPN1 agonist
COc1cc(OC)cc(OCC(O)Cn2cnc(-c3ccccc3)c2)c1 (configuration not stated)
→ 0	50	7&9	0	16	-0.8	-27	-28&-81	-0.3
CCCc1nnc2n1N=C(c1ccc(OC)c(OC)c1)CS2
→ -1	42	8	37	13	0.1	-25	58	0.6
COc1ccc(CCNc2nc(N3CCCCC3)nc(N3CCCCC3)n2)cc1OC
→ 18	47	16	54	-2	0.1	-36	61*	-0.7
CCN(CC)C(=S)NC(=O)Cc1ccccc1
→ 5	-4	7	-8	x	0.0	9	13	-1.8
Cc1ccc(S(=O)(=O)n2nc(-c3ccco3)nc2N)cc1
→ 8	0	1	-7	-1	0.8	-11	-28	0.3
O=C(CSc1nnc(-c2ccccn2)n1Cc1ccco1)c1ccccc1
→ 0	6	6	1	4	-0.2	-3	20	-0.5
CC(=O)N1SC(N)=NC1c1ccccc1 (configuration not stated)
→ 7	-2	10&7	4	21	0.0	6	13&15	0.7
Nc1nc(-c2sc3nc4c(cc3c2N)CCCC4)nc(N2CCOCC2)n1
→ 3	-14	8	3	21	0.0	-2	-77	-1.2
COc1ccc([N+](=O)[O-])cc1NC(=O)Nc1ccc(OC)c(OC)c1
→ -2	-2	4	20	26	3.1	-4	-39	6.8
COc1ccc(C(=O)/C=C/C(=O)N(Cc2ccccc2)C(C(=O)NC2CCCCC2)c2ccncc2)c(O)c1 (configuration not stated)
→ 5	-10	10	9	11	-0.6	-20	10	-1.2
Cc1nc2ccccn2c1-c1ccnn1S(=O)(=O)c1ccc(F)cc1
→ x	21	12	25	-4	1.3	-11	-10	5.2
O=C(CSc1nnc(Cn2c(=O)sc3ccccc32)n1-c1ccccc1)N1CCCCCC1
→ 4	7	8	-2	2	0.0	20	-7	0.9
Cc1ccc(CN(C(=O)c2ccco2)C(C(=O)NC2CCCC2)c2ccc(N3CCOCC3)cc2)cc1 (configuration not stated)
→ 4	-1	12	20	4	-0.9	-5	13	-0.3
COc1ccc(C2CC(c3cccs3)=NN2C(=S)Nc2ccccc2)cc1OC (configuration not stated)
→ 18	-10	9	-3	-16	0.1	-10	5	-0.6
CC1(C)CC(=O)C2=C(C1)NC(=O)CC2c1cccc(F)c1 (configuration not stated)
→ -3	5	26	0	21	0.4	-12	1	0.4
CCOC(=O)c1ccc(NC(=O)C2(c3ccccc3)CCCC2)cc1
→ 7	5	12	64	-18	0.6	-2	-18	-0.1
CCOC(=O)c1sc(N2N=C(C)/C(=C\c3ccc(OCC(=O)OC)cc3)C2=O)nc1C
→ -2	-11	3	16	19	2.5	-8	-13	1.5
Cc1cc(NC(=O)c2cccs2)ncc1NC(=O)c1cccc(F)c1
→ 5	-13	1	-8	8	0.6	15	-26	1.8
Cc1c(C(=O)O)sc(=S)n1CCOc1ccccc1
→ -4	-1	3	-12	-4	0.9	-3	29	1.3
Cc1noc(C)c1-c1nnc(-c2ccc(C(F)(F)F)cc2)o1
→ x	-5	11	4	20	0.9	-29	7	0.3
CCCCCCc1c(C)nc(-n2[nH]c(C)c(CCO)c2=O)[nH]c1=O
→ 5	-14	4	-57	19	0.1	-23	10	-0.3
O=C(CSc1nc2ccccc2n1CC(=O)N1CCCC1)Nc1ccc2c(c1)OCO2
→ 3	-2	7&9	13	5	0.4	-20	1&9	0.2
COc1ccc(N(C(C)C(=O)N/N=C(\C)C(C)(C)C)S(C)(=O)=O)cc1 (configuration not stated)
→ -1	-6	5	28	6	0.9	11	-23	0.3
COc1cc([N+](=O)[O-])ccc1N/C=C/C(=O)c1cccs1
→ 7	-6	9	51	89*[5 µM]	0.7	-11	12	1.1
CS(=O)(=O)NCCNc1ccc(C(F)(F)F)cc1[N+](=O)[O-]
→ 5	-7	8	-7	23	0.8	1	-7	0.5
O=C(NCCc1ccccc1F)/C(=C/c1cccnc1)NC(=O)c1ccccc1
→ -2	-17	6	24	27	0.8	-5	-9	1.1
Cc1ccc(C(C)C)c(OCC(=O)N2CCOCC2)c1
→ 5	9[fluorescence artefact?]	11	17	8	0.7	1	23	-0.1
COC(=O)C1CCN(C2=C(NS(=O)(=O)c3ccc(Cl)cc3)C(=O)c3ccccc3C2=O)CC1
→ x	-6	13	9	-5	-0.8	9	-8	-0.3
C=CCc1ccccc1OCC(O)CN1CCN(c2ccccc2F)CC1 (configuration not stated)
→ -12	8	11	78*	-16	0.7	95*	-2	0.3
Cc1ccc(-n2c(C)cc(C)c(C#N)c2=O)cc1Cl
→ 5	2[fluorescence artefact?]	14&6	5	-9	0.3	-4	15&-18	0.7
Cc1cc(=O)[nH]c(-n2nc(C)cc2C)n1
→ 6	10	22	-4	10	-0.6	-15	4	0.4
Cc1ccc(-n2nc(C)c3c2NC2=C(C(=O)CC(C)(C)C2)C3c2ccccc2OCC(=O)O)cc1 (configuration not stated)
→ -4	-7	5	9	17	-0.1	18	43	2.5
COCCNC(=O)CCCn1c(=O)c2cc(OC)c(OC)cc2n(CC(=O)c2cccc(OC)c2)c1=O
→ -3	4	5	-4	2	0.3	-4	-2	1.1
CC(=O)COc1ncn(-c2ccccc2)n1
→ 3	8	6	-37	8	0.9	-17	-3	1.5
CCNc1ccc(C2(O)C(=O)c3ccccc3C2=O)cc1
→ 2	-5	6	-2	13	0.7	6	16	0.0
O=C(c1cccnc1)N1C2C=CC(C2)C1(C(F)(F)F)C(F)(F)F (configuration not stated)
→ 1	8	11	0	9	0.5	-15	29	1.0
Cc1cccc(NC(=S)N(CCN(C)C)Cc2cc3cccc(C)c3[nH]c2=O)c1
→ 8	-22	13	17	18	0.8	-53	-25	0.5
Cc1ccc(N/C=C/C(=O)C(C)(C)C)c(O)c1
→ -2	-3	7	86*	-2	0.1	-9	-32	0.3
COc1cc(/C=C/C(=O)OCC(=O)c2c(N)n(C)c(=O)n(C)c2=O)ccc1OC(F)F
→ 0	-8	6	15	1	0.5	10	-24	-0.6
O=C(/C=C/c1cccnc1)/C=C/c1cccnc1
→ x	-3	36	97*	29	-0.2	-33	-68	1.0
CCN(CC)c1nc2ccccc2nc1C(C#N)C(=O)NCCCOC (configuration not stated)
→ 0	9	7	27	13	-0.3	-9	53	-0.6
COc1ccc(C(=S)Nc2ccccc2)cc1
→ -2	-7	x	-9	22	-0.6	7	-16	0.2
CCOc1ccccc1C(=O)Nc1cc(C(=O)NCC(C)C)ccc1Cl
→ 3	-4	14	-1	26	0.4	-17	28	-1.6
O=C(N/N=C/C1C(c2ccccc2)C1(Cl)Cl)c1cccc(Cl)c1 (configuration not stated)
→ 2	8[fluorescence artefact?]	10	23	5	0.8	-19	2	-0.2
O=C(Nc1nnc(CSCc2ccc(F)cc2)s1)c1ccc([N+](=O)[O-])cc1
→ -4	-4	3	21	12	0.9	11	-52	2.7
COC(=O)c1cn(C)c2ccc(S(=O)(=O)N3CCCC3)cc2c1=O
→ 6	5[fluorescence artefact?]	11	-10	x	4.0	-8	7	0.5
C/C(=N\Nc1cc(Cl)nc(C)n1)c1ccccc1
→ 3	1	6	20	25	-0.4	-9	28	-0.2
COc1cccc(Nc2nc3ccccc3n3nnnc23)c1
→ 10	-18	13	88*	0	0.4	-37	14	-1.1
CC1=NN(c2ccc(C)cc2)C(=O)/C1=C\c1ccc(Br)s1
→ -3	5[fluorescence artefact?]	13	15	29	0.7	-5	-39	-0.6
Cn1c(=O)[nH]c(=O)c2cc(C(=O)c3cc(F)ccc3O)cnc21
→ 5	-7	0	41	27	0.4	-3	16	0.0
CC(=O)N1CCOCCOCCN(C(C)=O)CCOCCOCC1
→ 2	0	5	-6	21	0.3	1	21	1.0
CCOC(=O)Cc1csc(NC(=O)Cc2ccc(Br)cc2)n1
→ x	-5	-2	0	7	1.2	-3	7	-0.2
Cc1ccc(OCCSc2nnc(-c3ccncc3)n2C)cc1
→ 0	24[fluorescence artefact?]	9	21	-5	0.2	-10	-3	0.8
CC1(C)CC(=O)C=C(NCc2cccc(C(F)(F)F)c2)C1
→ x	-18	11	7	2	0.4	-2	-10	-2.8
Cc1nnnn1CC(=O)Nc1cccc([N+](=O)[O-])c1
→ 0	3	6	-12	-4	0.5	-18	-3	0.4
Cc1ccc(CNC(=O)N[C@@H](Cc2ccccc2)C(=O)O)cc1
→ 6	-3	4	-33	17	0.9	-7	40	-0.1
Fc1cccc(-c2oncc2-c2nnnn2-c2ccc(Cl)cc2)c1
→ 5	-4	3	2	7	0.0	13	0	-1.1
Nc1c(-c2ccccc2)nc(Cl)nc1-c1ccccc1
→ 0	5	8	10	4	1.7	-3	13	4.0
O=C(COC(=O)c1ccc(Br)o1)Nc1nc2c(F)c(F)c(F)cc2s1
→ x	-5	13	5	-8	0.0	-25	-13	-0.4
Cc1cc(C(=O)NCCCn2ccnc2)sc1-c1ccccc1
→ 1	-14	10	11	1	0.2	-10	-9	-0.9

# Rewritten with bars between the fields: part of the list above.
SMILES | NPY Y1 blocker | 14-3-3 Bad PPI | PGE2 EP2 inh | CHOP inhibitor | PPC-1+TRAIL kill | TRPML3 agonist | NPY-Y1 PAM-ag | EP2 mod | zfTRPN1 agonist
Cc1ccc(CNC(=O)N[C@@H](Cc2ccccc2)C(=O)O)cc1 | 6 | -3 | 4 | -33 | 17 | 0.9 | -7 | 40 | -0.1
Fc1cccc(-c2oncc2-c2nnnn2-c2ccc(Cl)cc2)c1 | 5 | -4 | 3 | 2 | 7 | 0.0 | 13 | 0 | -1.1

# The listing continues:
# The line under a structure holds: NPY Y1 blocker	14-3-3 Bad PPI	PGE2 EP2 inh	CHOP inhibitor	PPC-1+TRAIL kill	TRPML3 agonist	NPY-Y1 PAM-ag	EP2 mod	zfTRPN1 agonist
CC(C)[C@H](NC(=O)c1ccccc1)C(=O)OCC(=O)N1CCCc2ccccc21
→ 2	13[fluorescence artefact?]	7	20	32	-0.4	-9	4	-1.7
Cc1c([N+](=O)[O-])c([N+](=O)[O-])nn1CC(=O)N1CCCCC1
→ -1	-22	5	1	8	0.7	-6	14	-0.5
CCOc1cccc(CN2CCN(Cc3ccc(C)o3)C(CCO)C2)c1O (configuration not stated)
→ 0	-2	12	32	12	0.3	-15	-26	-1.5
COc1ccc(OC)c(NC(=O)c2ccccc2SC)c1
→ 6	0	9	4	0	-0.8	-29	20	-1.8
CC1=CC(C)(C)C(C(=O)O)C(C(=O)O)C1 (configuration not stated)
→ 4	-5[fluorescence artefact?]	9	17	1	1.3	-6	21	-0.2
COc1ccc(C(=O)Nc2cc3c(cc2C#N)OCO3)cc1S(=O)(=O)N1CCN(C)CC1
→ 0	-9	3	-7	15	1.0	13	-5	1.3
